Screens deposited in PubChem BioAssay by several laboratories.
Autophagy mod: autophagy modulators in MEF cells, primary screen, imaging, high-content, MEF GFP-LC3 | MEF GFP-LC3 puncta imaging; test concentration mostly 10 µM | calls only at 10 µM (by protocol) | 0.98% of 190,000 active | AID 463193, 2010;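 active means percentage of spot-positive cells more than 3 SD above its plate mean, without a fluorescence outlier flag or 80% toxicity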;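 further: spot-positive cell cutoff set from DMSO-treated cells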
Yfh1-off respiration: enhancers of respiration in Yfh1-depleted yeast, dose response, Friedreich's ataxia, plus single-dose screen (AID 1465) | S. cerevisiae Yfh1-off respiration, WST-1 reduction, 72 h; higher fold induction means a stronger effect | fold induction at 50 µM, or EC50 in µM where a hit was titrated | 0.074% of 220,000 active;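 active means fold induction of absorbance versus untreated yeast above a set limit, then at least 30% activation at any dose in follow-up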;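 further: activators that raise dye reduction in frataxin-depleted yeast; strong numbers were not always called active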
Ins promoter up: insulin promoter activators in MIN6 cells, imaging, high-content screening, mouse beta cells; 0.3% of 190,000 active; z-score at 5 µM; MIN6 insulin promoter-GFP reporter; active compounds read high;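 active means z-score above 3 at 5 µM with at least 500 cells counted in the well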
NOD2 inhibition: NOD2 signaling inhibitors, cell-based, luminescence, uHTS, HEK293 (AID 1566); HEK293 NOD2/NF-kB luciferase reporter, luminescence; higher % means a stronger effect; 0.63% of 290,000 active; one-dose inhibition, % at 4 µM; EC50 in µM for titrated hits; in the data active means inhibition above about 50%; further: many of its hits are not listed in these tables
NOD1 inhibition: NOD1 signaling inhibitors, primary screen, cell-based, luminescence, uHTS (AID 1578); NOD1-driven NF-kB luciferase reporter cells, luminescence; higher % means a stronger effect; inhibition, % at 4 µM; hits with a dose series show EC50 in µM; 1% of 290,000 active; in the data active means inhibition mostly above about 36%, no sharp cut-off; inactive means mostly below about 34%;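 further: HEK-293T reporter cells stimulated with the NOD1 agonist gamma-tri-DAP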
M17LAP inhibition: P. falciparum M17LAP inhibitors, primary screen, biochemical, fluorogenic H-Leu-NHMec substrate, 1536-well (AID 1619); Leucine aminopeptidase (Plasmodium falciparum (isolate 3D7)); recombinant M17LAP, H-Leu-NHMec fluorogenic kinetic assay; higher % means a stronger effect; one-dose inhibition, % at 30 µM; IC50 in µM for titrated hits; 0.38% of 220,000 active;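 active means compound inhibiting the enzyme by more than half at any dose during confirmatory dose-response retesting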;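 further: plate controls were full reaction with DMSO carrier for no effect and no enzyme background for full effect; strong numbers were not always called active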
Dynein cargo inh: inhibitors of GR-EGFP nuclear translocation, primary screen, dynein cargo transport inhibitor project, imaging, high-content, 3617.4 mouse cells. test concentration mostly 20 µM; stimulated with dexamethasone, 1 µM; active compounds read low. z-score, hits read low. 0.47% of 220,000 active;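 active means plate z-score of nuclear minus cytoplasmic receptor signal below a set negative limit, without overly bright fluorescence or cell loss, cut at about -3.5 in these data, passing the limit was not always enough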;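 further: z-score of nuclear minus cytoplasmic ring GR-EGFP intensity difference per well; some compounds called inactive have numbers as strong as hits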
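Buffer or medium: tet-free, stripped-serum medium; Also added: dexamethasone, 1.0 µM final; Technique: high-content fluorescence imaging after fixation; Times: 48 h induction, 1 h compound, 30 min dex at 37 °C; Read-out: per-cell GR-EGFP intensity, nucleus versus surrounding cytoplasmic ring, well-averaged.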
bCat nuc transl: modulators of beta-catenin nuclear translocation, primary screen, imaging, HeLa cells, immunofluorescence, high-content. nuclear translocation activity, % at 5 µM. 0.3% of 190,000 active. AID 1665, 2009;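 active means nuclear translocation activity above 50% at 5 µM, with a well cell count of 50 or more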;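 further: per-cell ratio of nuclear to cytoplasmic median beta-catenin stain intensity; plate controls were DMSO negative control for no effect and GSK-3 inhibitor IX positive control for full effect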
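test system = HeLa cells, endogenous beta-catenin | dosing = single 5 µM dose plus 0.02–20 µM confirmation series | times = compound treatment 24 h, 37°C, 5% CO2 | technique = beta-catenin immunofluorescence imaging with DAPI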
MT stabilizer: microtubule stabilizers in HeLa cells, primary screen, imaging, high-content imaging. HeLa tubulin immunostaining HCS, 24 h; share of cells brighter than vehicle mean+2SD. % tubulin-high responders, % at 10 µM. 0.83% of 200,000 active. AID 2205, 2009;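 active means plate Z-score above 3 for both tubulin-high and condensed-nucleus cell shares, with cell loss under 80%, at 10 µM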;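 further: anti alpha tubulin signal scored within the nucleus-defined area of each cell; some results filed as inactive read as strong as hits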
Dynein cargo inh cytoplasmic EGFP: further read-out of Dynein cargo inh, marked with its call; z-score; measured here: cytoplasmic GR-EGFP intensity; active compounds read high
Dynein cargo inh nuclear GR-EGFP: second read-out of Dynein cargo inh, no call of its own (marks repeat the call); z-score; measured here: nuclear GR-EGFP intensity;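 lower value marks the stronger effect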
Dynein cargo inh cell count: also measured in Dynein cargo inh; calls as there; z-score; measured here: cell count per field
Ins promoter up cell count: recorded beside Ins promoter up, whose call it bears; cell count; measured here: cytotoxicity, nuclei count;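 total cells summed across four imaged fields per well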
bCat nuc transl cell count 5 µM: recorded beside bCat nuc transl, whose call it bears; cell count; measured here: cell count, cytotoxicity flag
MT stabilizer Hoechst-high %: further read-out of MT stabilizer, marked with its call; % Hoechst-high responders; measured here: nuclear condensation Hoechst responders;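 share of cells brighter than vehicle mean plus two SD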
MT stabilizer cytotoxicity %: recorded beside MT stabilizer, whose call it bears; toxicity, %; measured here: cytotoxicity by cell density;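 0% = mean cell density of plate MIN control wells and 100% = no cells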
Autophagy mod cell loss 18 h: further read-out of Autophagy mod, marked with its call; toxicity, %; measured here: cell loss, nuclei count;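 cell loss after 18 h compound exposure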
Numbers without * were called inactive; i = inactive; / = not tested or not shown. Only part of the results is shown, so the mix of outcomes need not match the whole.

SMILES	Autophagy mod	Autophagy mod cell loss 18 h	Yfh1-off respiration	Ins promoter up	Ins promoter up cell count	NOD2 inhibition	NOD1 inhibition	M17LAP inhibition	Dynein cargo inh	Dynein cargo inh cytoplasmic EGFP	Dynein cargo inh nuclear GR-EGFP	Dynein cargo inh cell count	bCat nuc transl	bCat nuc transl cell count 5 µM	MT stabilizer	MT stabilizer Hoechst-high %	MT stabilizer cytotoxicity %
CC1CN=C(NCc2ccc(F)cc2)S1 (centres undefined)	i	-13	i	/	/	-13%	-37%	17%	-0.74	-0.19	-0.75	0.53	-0.2	1524	2.5	2.6	4.2
O=C1CN(C(=O)CN2CCCCC2)C(c2ccccc2)c2cc(Br)ccc2N1 (centres undefined)	i	0	i	-0.25	1210	1%	-24%	2%	-0.54	-0.084	-0.13	1.2	/	/	2.1	1.4	20
C=CCn1c(O)c(/C=C2/C=CC=N2)c(=O)[nH]c1=O	i	1	i	0.51	1414	-6%	-28%	19%	-0.86	-0.16	-0.69	0.71	-2.7	1127	6.8	9.6	5.8
Cc1ccc(-n2cc(CNC(C)Cc3cnccn3)c(-c3cccc(C)c3)n2)cc1 (centres undefined)	i	6	i	0.36	1377	5%	-14%	-2%	0.029	-0.31	-0.19	0.43	-1.6	994	2.6	2.4	6.4
O=C(C[N+]12CCC(CC1)C(C(O)(c1ccccc1)c1ccccc1)C2)c1ccc(Br)cc1 (centres undefined)	/	/	i	-0.55	1032	13%	-2%	-1%	-0.81	-0.25	-0.34	0.92	1.0	1231	/	/	/
COc1ccc(C(=O)O/N=C(/C(N)=O)P(=O)(OC(C)C)OC(C)C)cc1	/	/	i	0.27	1415	10%	-12%	8%	-1.4	-0.085	-0.64	0.54	-2.3	1198	/	/	/
COc1ccc(OCC(=O)N2CCN(Cc3nc4cc([N+](=O)[O-])ccc4n3C)CC2)cc1	i	10	i	-1.4	1355	10%	-28%	-1%	0.26	-0.2	0.22	-0.59	0.8	929	1.7	1.9	5.4
CCCN(CC#CCOc1ccc(OC)cc1)CCC	i	6	i	-0.04	1505	-2%	2%	7%	0.73	-0.094	-0.21	-1.4	-0.4	1450	3.7	2.5	0.6
O=[N+]([O-])c1cc(F)c(N2CCCCC2)cc1Br	/	/	i	-0.16	920	6%	-1%	24%	0.14	-0.66	0.28	-0.64	-0.7	1252	/	/	/
Cc1nc2ccccc2c(=O)n1-c1ccncc1	/	/	i	0.14	1042	9%	0%	8%	0.88	-0.27	0.97	-0.48	-0.8	1324	/	/	/
O=C1CN=C(c2ccc(Br)cc2)c2oc3ccccc3c2N1	i	8	i	0.4	1824	-8%	-31%	2%	-0.071	-0.12	0.49	-0.061	-1.3	1106	2.1	0.9	6.8
COP(=O)(OC)C(O)C(Cl)(Cl)Cl (centres undefined)	i	16	/	/	/	16%	-3%	-4%	-1.9	-0.23	-0.32	0.76	/	/	4.4	2.5	3.4
O=c1cccc2n1C[C@H]1C[C@@H]2CN2CCCC[C@@H]12	/	/	i	-0.28	986	13%	2%	-1%	-1.1	-0.75	-0.89	0.57	0.3	1312	/	/	/
COc1ccccc1CCNC1CCCC(C)C1 (centres undefined)	i	-1	i	/	/	22%	-8%	-12%	-0.85	-0.3	-0.74	0.83	-2.3	949	3.1	2.7	9.6
CCOC(=O)C(=CNc1ccc(C(O)(C(=O)OCC)C(F)(F)F)cc1C)C(=O)OCC (centres undefined)	i	-4	i	0.45	1308	-1%	-30%	0%	0.73	-0.23	0.46	0.26	-6.6	636	2.2	1.5	4.4
Cc1cc(OCc2nn[nH]n2)c2c3c(c(=O)oc2c1)CCC3	i	-25	i	-0.07	1214	17%	9%	-29%	0.03	-0.2	0.35	-2.3	-4.7	1017	4.3	3.0	7.6
COc1ccc(C2SCC(=O)Nc3c2c(C)nn3C2CCOC(C)(C)C2)cc1OC (centres undefined)	i	-11	i	0.58	837	12%	11%	-1%	0.17	-0.062	0.42	0.092	/	/	1.7	1.1	10
Cn1cccc1/C=C1\C(=O)NC(=O)N(Cc2ccccc2Cl)C1=O	i	9	i	0.53	1066	-22%	-15%	32%	-0.024	0.28	-0.3	-0.43	46	508	4.2	1.6	6.9
COc1ccccc1C(=O)C1CCCN(Cc2cnc(C)s2)C1 (centres undefined)	i	16	i	-0.27	1415	13%	-25%	-15%	-0.83	-0.37	-0.4	1.5	0.9	1571	2.6	1.6	8.2
Cc1cccc(N=Cc2c(O)n(-c3ccccc3C)c(=O)[nH]c2=O)c1	i	-10	i	1.1	875	-4%	-3%	-12%	-0.32	-0.32	-0.18	0.23	/	/	1.0	1.2	1.8
CCCCCCOC(=O)c1ccccc1N	i	3	i	-0.01	1234	7%	-15%	-6%	0.29	-0.16	0.59	0.27	-6.3	1203	3.6	2.9	14
O=C(OCCN1CCOCC1)C1(c2ccccc2)CCCC1	i	1	i	-0.08	1198	1%	-23%	-3%	-0.67	-0.25	-0.4	0.88	0.1	1077	2.4	1.8	4.8
COc1ccc(C(=O)OC2CC[C@@]3(C)C4CCC5[C@]6(O)CC(O)[C@@]7(O)C(CN8CC(C)CCC8[C@@]7(C)O)[C@]6(O)C[C@@]53O[C@]24O)cc1OC (some centres undefined)	/	/	i	0.09	1363	7%	-1%	3%	0.67	-0.28	0.079	0.34	-1.7	1092	/	/	/
COc1ccc(-n2c(SCCN(C)C)nc3ccccc3c2=O)cc1	/	/	i	-0.06	1071	7%	-12%	5%	0.5	-0.21	0.22	0.13	0.1	1346	/	/	/
CCN1CCN(Cc2cc(Br)cc(OC)c2O)CC1	i	-3	i	/	/	4%	-13%	2%	-0.14	-0.24	-0.36	0.74	/	/	2.3	1.5	0.8

Two entries from above, with two lines to a compound:
Each structure is followed by: Autophagy mod, Autophagy mod cell loss 18 h, Yfh1-off respiration, Ins promoter up, Ins promoter up cell count, NOD2 inhibition, NOD1 inhibition, M17LAP inhibition, Dynein cargo inh, Dynein cargo inh cytoplasmic EGFP, Dynein cargo inh nuclear GR-EGFP, Dynein cargo inh cell count, bCat nuc transl, bCat nuc transl cell count 5 µM, MT stabilizer, MT stabilizer Hoechst-high %, MT stabilizer cytotoxicity %
CCOC(=O)C(=CNc1ccc(C(O)(C(=O)OCC)C(F)(F)F)cc1C)C(=O)OCC (centres undefined)
    i, -4, i, 0.45, 1308, -1%, -30%, 0%, 0.73, -0.23, 0.46, 0.26, -6.6, 636, 2.2, 1.5, 4.4
Cc1ccc(-n2cc(CNC(C)Cc3cnccn3)c(-c3cccc(C)c3)n2)cc1 (centres undefined)
    i, 6, i, 0.36, 1377, 5%, -14%, -2%, 0.029, -0.31, -0.19, 0.43, -1.6, 994, 2.6, 2.4, 6.4

Later entries.
SMILES	Autophagy mod	Autophagy mod cell loss 18 h	Yfh1-off respiration	Ins promoter up	Ins promoter up cell count	NOD2 inhibition	NOD1 inhibition	M17LAP inhibition	Dynein cargo inh	Dynein cargo inh cytoplasmic EGFP	Dynein cargo inh nuclear GR-EGFP	Dynein cargo inh cell count	bCat nuc transl	bCat nuc transl cell count 5 µM	MT stabilizer	MT stabilizer Hoechst-high %	MT stabilizer cytotoxicity %
CCOC(=O)c1c(C)c(P(=S)(N2CCOCC2)N2CCOCC2)n(C)c1C	i	-4	i	-0.67	1229	0%	-3%	11%	0.53	-0.23	0.37	-0.66	-4.7	836	4.2	4.4	9.8
CC1CN=C(NC(C)c2ccccc2)S1 (centres undefined)	i	10	i	-0.19	1435	10%	-3%	11%	-0.44	-0.34	0.13	0.87	-0.2	1549	3.6	3.2	7.9
CC(=O)Nc1ccccc1OP1(=O)COc2ccccc2OC1	i	16	i	-0.67	1231	16%	3%	-2%	-1	-0.014	-0.7	1.4	-6.5	1249	7.0	3.5	12
c1cncc(CNCCc2c[nH]c3ccccc23)c1	i	-32	i	0.94	1238	-30%	-37%	-1%	0.29	0.54	0.37	-0.16	-1.2	1011	4.5	2.0	6.5
CCCCCc1nc2ccccc2c(=O)n1-c1ccccc1[N+](=O)[O-]	i	10	i	-0.09	1224	11%	-1%	3%	1.1	-0.21	0.57	-0.94	3.3	499	3.1	2.9	2.4
COC(=O)C(O)(c1ccc(NC(=O)c2cccs2)cc1)C(F)(F)F (centres undefined)	/	/	i	0.17	1253	4%	-13%	3%	0.88	-0.25	0.3	-0.38	0.9	1373	/	/	/
Cn1c(O)c(/C=N/c2ncccn2)c(=O)n(C)c1=O	i	-7	i	-0.43	884	14%	5%	11%	-0.12	-0.26	0.16	0.92	3.8	1062	2.3	0.9	3.0
CC1CC(NC(=O)C2C3CCC(O3)C2C(=O)O)CC(C)(C)C1 (centres undefined)	i	19	i	0.01	1291	-11%	0%	-3%	0.11	-0.17	0.067	-0.43	4.2	490	3.4	2.7	1.4
O=C1NC(=S)N(c2ccc(Cl)cc2)C(=O)/C1=C/N1CCN(C(=O)c2ccco2)CC1	i	8	i	-0.12	1474	-2%	-32%	5%	0.72	-0.21	1	-0.12	-0.4	1377	2.4	1.8	6.7
O=c1[nH]c(=S)[nH]c(O)c1C(c1ccccn1)c1c(O)[nH]c(=S)[nH]c1=O	i	-2	i	-0.15	1594	31%	-10%	47%	0.14	-0.13	0.062	0.12	-2.0	1095	2.2	1.8	2.3
CN(C)C(=O)Oc1ccc(Cl)c2cccnc12	i	1	i	0.27	1211	5%	-10%	-4%	0.24	-0.33	-0.11	0.95	/	/	2.1	3.9	6.9
N#Cc1ccccc1Cn1cc(C(=O)C2CC2)c2ccccc21	i	5	i	-1.2	1216	5%	-7%	9%	2	-0.15	1.2	-1.2	/	/	3.4	1.3	5.6
O=[N+]([O-])[N-][n+]1cnn(Cc2ccccc2)c1	i	29	i	-0.16	1222	-6%	-21%	-2%	0.15	-0.11	0.24	0.14	-2.1	1096	2.2	1.4	2.3
